PKM2 act = increases activity of human pyruvate kinase M2. P14618. purified PKM2, Kinase-Glo ATP luminescence, activation; response scale: 0% is enzyme alone, no compound. Potency, µM (doses to about 57.5 µM), without a hit: at the top dose activation, actives largely listed as activators. 260,000 tested, 0.34% active. AID 1631; note: potency is the fitted concentration of half-maximal effect; % is set by controls: 0 for no effect and ±100 for the full control effect; nearly all actives have a fitted effect of over 55% in size
Target sequence (P14618 whole entry, looked up): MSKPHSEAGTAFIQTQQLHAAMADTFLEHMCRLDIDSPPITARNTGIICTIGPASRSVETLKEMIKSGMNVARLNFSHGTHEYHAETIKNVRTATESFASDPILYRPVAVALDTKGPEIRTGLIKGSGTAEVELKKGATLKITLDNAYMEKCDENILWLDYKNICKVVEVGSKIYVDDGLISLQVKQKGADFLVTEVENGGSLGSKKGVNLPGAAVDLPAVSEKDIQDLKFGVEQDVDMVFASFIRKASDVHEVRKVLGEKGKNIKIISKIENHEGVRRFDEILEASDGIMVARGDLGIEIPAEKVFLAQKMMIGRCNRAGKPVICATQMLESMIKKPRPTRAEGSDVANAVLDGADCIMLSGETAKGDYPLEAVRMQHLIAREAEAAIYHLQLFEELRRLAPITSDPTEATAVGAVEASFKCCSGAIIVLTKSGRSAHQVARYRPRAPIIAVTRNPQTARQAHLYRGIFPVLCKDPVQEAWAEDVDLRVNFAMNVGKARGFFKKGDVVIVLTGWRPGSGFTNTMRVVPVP
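Purified hPK-M2 (>95%) run at intermediate activity with 0.1 mM ADP and 0.5 mM PEP in 50 mM imidazole pH 7.2, KCl, MgCl2; 1 h room temperature. ATP formed read by Kinase-Glo luminescence; normalized to uninhibited and no-enzyme controls.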
MLL CXXC-DNA inh = inhibitors of human MLL CXXC domain-DNA interaction | Q03164 | 290,000 tested, 0.037% active | AID 2662 | MLL-CXXC / FITC-HOXA9 DNA fluorescence polarization | Potency, µM (series often up to 115 µM), for the others: at the highest dose activity change, negative = inhibition, most hits filed as inhibitors; active = well fitted inhibition curve with a large enough effect in the polarisation, with a control signal flat, not every such curve was filed as active; inconclusive = small, poorly fitted or top-dose-only effect, or effect the other way, or a change in a side signal; inactive = no such curve, though single readings can be large or run the other way; the % refers to the polarisation; note: potency is the fitted concentration of half-maximal effect
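Steps: dispense CXXC domain solution (7 uM) → pin compounds or unlabeled HOX-A9 DNA control → 5 min ambient → add FLSN-HOX-A9 solution (50 nM) → spin → 30 min ambient → fluorescence polarization. Tris pH 7.5/NaCl/DTT/BSA buffer.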
B2AR arrestin = beta2AR (human) beta-arrestin recruitment activity; P07550; 330,000 tested, 0.02% active; AID 492947; beta-arrestin recruitment to beta2AR, cell-based reporter; Potency, µM (highest dose often 46.1 µM), for inactives: top-dose activation, usual class: activators;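 note: potency is the fitted concentration of half-maximal effect; 0% = DMSO controls and full agonism = EC100 isoproterenol or metaproterenol; nearly all actives have a fitted effect of over 65% in size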
Target sequence (P07550 whole entry, looked up): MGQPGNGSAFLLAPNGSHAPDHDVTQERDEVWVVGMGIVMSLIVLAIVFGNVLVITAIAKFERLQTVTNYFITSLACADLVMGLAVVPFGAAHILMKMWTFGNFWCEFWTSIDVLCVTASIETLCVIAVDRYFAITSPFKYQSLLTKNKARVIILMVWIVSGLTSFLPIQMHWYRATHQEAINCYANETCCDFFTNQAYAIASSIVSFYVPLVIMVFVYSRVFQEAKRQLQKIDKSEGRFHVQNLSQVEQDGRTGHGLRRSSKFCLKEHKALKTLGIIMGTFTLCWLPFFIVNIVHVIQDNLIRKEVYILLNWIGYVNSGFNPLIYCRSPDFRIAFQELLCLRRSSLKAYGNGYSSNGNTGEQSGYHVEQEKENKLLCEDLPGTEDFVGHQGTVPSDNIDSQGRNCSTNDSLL
KCNH2 WT inh = blocks the wildtype human KCNH2 potassium channel; Q12809; U2OS, BacMam KCNH2, thallium flux FluxOr; stronger effect = lower value; activity change, % at 1.84 µM; 340,000 tested, 0.37% active; AID 720551;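 active = maximum activity change below -70%; inconclusive = maximum activity change between -70% and -50%; inactive = maximum activity change above -50%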; note: % is set by controls: 0 for no effect and ±100 for the full control effect
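U2OS cells transduced with wild-type KCNH2 virus are loaded with FluxOr dye for 45 min, and thallium flux is measured in kinetic reads before and after stimulation buffer. Rate constants are normalized to DMSO controls.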
Giardia kill = Giardia lamblia killing; Giardia lamblia trophozoite viability; activity change, % at 7.66 µM, hits read low; 340,000 tested, 0.15% active; AID 540267; in the data active = activity change below about -80%; inconclusive = between about -30% and that limit;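 note: parasites exposed to compound for two days anaerobically before the ATP read; % is set by controls: 0 for no effect and ±100 for the full control effect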
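Anaerobic 48 hrs incubation at 37 deg C of 100 trophozoites/well with test compounds; ATPLite 1-Step luminescence, 15-30 min RT, reports cellular ATP as viability.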
TRPV1 ag = human TRPV1 agonism. TRPV1-expressing cells, Fluo-8 calcium influx, agonist mode. activation, % at 8.33 µM. 320,000 tested, 0.19% active; in the data active = activation above about 80%; inconclusive = between about 30% and that limit; note: 0% is about no effect
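TRPV1-expressing cells were cultured overnight at 35.5C and loaded with Fluo-8 calcium dye for 40 to 90 min at room temperature. After a 10 s baseline, compound was added and calcium influx was read kinetically for 3 min (ex 480/em 520 nm).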
Menin MLL FP TR = inhibitors of human menin-MLL interaction, mutant MLL peptide; O00255; Menin + Texas Red MLL mutant peptide, fluorescence polarization; Potency, µM (titrated, usually from 61.6 µM), inactives show at the highest dose FP activity change, negative = inhibition, actives largely listed as inhibitors; 270,000 tested, 0.23% active; active = well fitted inhibition curve with a large enough effect in the polarisation, with a control signal flat, not every such curve was filed as active; inconclusive = small, poorly fitted or top-dose-only effect, or effect the other way, or a change in a side signal; inactive = no such curve, though single readings can be large or run the other way; the % refers to the polarisation; note: potency is the fitted concentration of half-maximal effect; % of control where 0% means no effect; many of its hits are not listed in these tables
GALK inh = inhibitors of human galactokinase; Purified GALK, Kinase-Glo residual ATP luminescence; P51570; 270,000 tested, 0.007% active; Potency, µM (top dose mostly 57.5 µM), for inactives: at the highest dose activity change, negative = inhibition, most hits filed as inhibitors; note: potency is the fitted concentration of half-maximal effect; % is set by controls: 0 for no effect and ±100 for the full control effect
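Compounds were pin-transferred into ATP buffer (35 uM final), then GALK plus galactose (5 nM, 100 uM final) was added. After 1 h at room temperature, Kinase-Glo Plus was added and luminescence read after 10 min.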
KCNH2 3.1 inh = KCNH2 3.1 (human) potassium channel inhibition | U2OS KCNH2 3.1, thallium flux FluxOr; stronger effect = lower value | activity change, % (tested at about 1.8 µM) | 340,000 tested, 0.95% active | AID 720553;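 active = maximum activity change below -70%; inconclusive = maximum activity change from -70% to -50%; inactive = maximum activity change above -50%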;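 note: thallium influx rate constant from kinetic fluorescence after stimulation buffer; % is set by controls: 0 for no effect and ±100 for the full control effect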
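Steps: virus added to U2OS suspension (4 h, RT, dark); medium with 10% FBS added, cells plated, 37 C overnight; FluxOr/Red40 loading buffer 45 min RT; stimulation buffer, 2 min kinetic read; rate constant normalized.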
USP2a inh = inhibitors of human ubiquitin-specific protease USP2a. Potency, µM (highest dose often 38.3 µM), inactives show top-dose activity change, negative = inhibition, most hits filed as inhibitors. O75604. 330,000 tested, 0.01% active. USP2 core, Ub-CHOP2 coupled fluorogenic reporter, 485/531;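 note: potency is the fitted concentration of half-maximal effect; plate controls were DMSO wells for no effect and full inhibition by NEM control for full effect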
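Deubiquitinase activity read as fluorescence (485/531 nm) after Ub-CHOP2 cleavage activates the enterokinase reporter on its substrate; USP2 core 10nM, Ub-CHOP2 and substrate 25nM each, 30min compound preincubation then 60min RT; data normalized to NEM, curves fitted.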
Coupling enz = counter-screen for Giardia aldolase inhibitors: coupling enzyme system | activity change, negative = inhibition, % at 58.2 µM, hits read low | coupling enzyme system counterscreen, AmpLite Red fluorescence | AID 2472 | 290,000 tested, 0.67% active; in the data active = activity change below about -30%; note: % is set by controls: 0 for no effect and ±100 for the full control effect
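Final compound at 57.5 uM, incubated 10 min at RT with coupling enzyme reagent (glyceraldehyde-3-phosphate), then 20 min with substrate and AmpLite Red detection. Fluorescence read at 525/598 nm; tests interference with the coupling assay, not aldolase inhibition.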
An asterisk follows results filed as active; ? = inconclusive; / = no result given; [ ] = another dose, or the depositor's remark. Unless noted, calls come from the whole dose curve; as a rule, active = well fitted curve in the direction sought with a large enough effect; inconclusive = small, poorly fitted or top-dose-only effect, or another doubt; inactive = no such curve, though single readings can be large; an effect the other way counts as inactive or inconclusive. This is a subset. The share of hits here may be higher or lower than overall.

SMILES	PKM2 act	MLL CXXC-DNA inh	B2AR arrestin	KCNH2 WT inh	Giardia kill	TRPV1 ag	Menin MLL FP TR	GALK inh	KCNH2 3.1 inh	USP2a inh	Coupling enz
O=C(CNC(=O)Cc1ccccc1)NCc1cccc(C(F)(F)F)c1	/	-2.9%	0.7%	10.5	-2.3	5.6	11.7%	3.7%	4.0	1.4%	-0.1
CCN(CC(=O)Nc1cc(OC)ccc1OC)Cc1nc2ccccc2c(=O)[nH]1	-2.5%	7.8%	-0.3%	-11.4	-14.1	-1.8	-15.8%	-0.6%	-13.0	-1.1%	-0.5
CCNc1nc(NCC)n2c(SCC(=O)Nc3ccccc3[N+](=O)[O-])nnc2n1	4.8%	8.2%	-3.2%	-3.5	-9.4	0.3	-5.0%	-0.2%	0.4	-0.7%	0.8
C/C(=N\NC(=O)c1nnn(-c2nonc2N)c1-c1ccc2c(c1)OCO2)c1ccc(F)cc1	/	2.3%	0.0%	0.7	-1.0	3.3	/	4.7%	3.2	0.0%	/
O=C(Cc1ccc2c(c1)OCCO2)N1CCN(S(=O)(=O)c2ccccc2C(F)(F)F)CC1	?	-1.5%	-0.3%	-1.2	-25.1	6.5	-7.3%	0.1%	3.2	1.8%	3.8
Cc1ccc2nsnc2c1S(=O)(=O)N1CCCC1C(=O)O (stereo not given)	-3.6%	-2.1%	0.2%	-4.3	-20.0	1.9	12.2%	7.7%	18.5	1.5%	3.0
O=C(CSc1ncnc2c1cnn2Cc1ccccc1)Nc1ccc2c(c1)OCCO2	3.9%	3.3%	0.5%	-3.9	-6.8	-2.5	9.0%	0.7%	-4.7	4.2%	-10.2
O=C(O)c1cc([N+](=O)[O-])ccc1NCCO	-0.2%	?	-0.5%	-0.8	6.9	-1.7	-6.1%	1.0%	-5.8	1.5%	0.1
C=CCn1c(N)c(C(=O)N2CCN(C)CC2)sc1=S	-10.6%	0.6%	0.2%	-28.9	10.5	1.1	11.1%	1.2%	-26.1	0.5%	0.6
O=C(N/N=C/c1coc2ccccc2c1=O)c1ccccc1	11.4%	78.2%[activator]	-0.1%	-3.6	-9.4	-0.5	8.6%	-2.4%	20.7	-0.6%	2.8
O=C(Cn1c(=O)oc2cc(S(=O)(=O)N3CCCC3)ccc21)N1CCN(c2ccccc2F)CC1	0.3%	19.2%	-0.8%	-8.2	-1.1	-0.2	-13.3%	/	0.6	0.4%	0.5
CCN(CC)CCNC(=O)c1ccc2c(c1)ncn2C1CCCCC1	-1.0%	-10.2%	-0.4%	0.5	12.0	2.1	26.5%	-3.8%	-3.7	3.4%	-3.4
CC(=O)Nc1ccc(C=C(C(C)=O)C(C)=O)cc1	8.2%	-2.0%	-0.2%	-4.5	-0.5	-0.8	/	-1.5%	3.6	0.4%	-0.7
Nc1no[n+]([O-])c1-c1ccccc1	-5.0%	0.5%	-0.1%	2.3	-9.5	-1.7	9.4%	0.9%	-25.0	3.0%	4.8
CC1SC(=S)N(c2ccc(N(C)C)cc2)C1=O (stereo not given)	/	-0.2%	4.7%	-13.8	-23.4	-2.1	-12.5%	/	2.6	4.2%	0.5
COc1ccc(N2CCN(C(=O)COc3ccc4c(C)c(C)c(=O)oc4c3C)CC2)cc1	/	-0.6%	0.1%	12.5	18.8	4.0	/	-4.8%	-4.4	2.2%	/
COc1ccc2c(c1)[C@H]1[C@H](CO2)[C@H](c2ccccc2)[C@]2(C)C(=O)Nc3cc(F)c(F)cc3C(=O)N12	/	/	-1.2%	5.5	23.5	?	/	/	-14.1	-0.4%	/
CN(C)c1ccc(P(=O)(CC(=O)N/N=C/c2ccc(C#N)cc2)OCCCl)cc1 (stereo not given)	-5.7%	-3.2%	-0.2%	0.0	-11.4	0.4	-1.8%	0.7%	-15.2	1.1%	1.3
O=C(COc1ccc(F)cc1Br)N1CCc2ccccc21	0.2%	10.6%	0.0%	1.5	-21.7	27.1	-8.6%	2.9%	-10.1	-2.1%	-0.2
Cn1cc(S(=O)(=O)Nc2ccc(Cl)cc2Cl)c(=O)n(C)c1=O	-1.5%	/	-0.3%	0.1	-10.2	0.1	12.7%	/	9.4	-0.7%	1.4
CN1C/C(=N\S(=O)(=O)c2ccccc2)N(C)C1=O	29.5%	-2.6%	0.1%	0.4	-10.6	2.9	-5.8%	/	-19.8	0.8%	1.0
CC1=NN(c2ccc([N+](=O)[O-])cc2)C(c2ccccc2)C1 (stereo not given)	-1.9%	2.4%	2.8%	-1.9	-3.3	14.6	10.4%	-1.1%	4.9	-7.0%	0.5
C=CCn1c(SCC(=O)c2ccc(O)c(O)c2)nnc1-c1ccc(C)cc1	/	/	0.4%	9.0	2.9	8.0	/	/	2.8	2.6%	/
COc1ccc(CC(=O)N2CCN(c3ccccc3OC)CC2)cc1OC	-2.3%[11.5 µM]	-4.6%	0.0%	1.8	6.9	?	4.2%	-5.1%	-25.4	1.4%	-0.3
COc1ccc2nc(N3C(=O)CC(Cc4cc(C)cc(C)c4)C3=O)sc2c1 (stereo not given)	-1.3%	18.6%	-0.2%	1.2	4.3	2.2	-8.8%	0.7%	-0.1	1.6%	4.0
SMILES	PKM2 act	MLL CXXC-DNA inh	B2AR arrestin	KCNH2 WT inh	Giardia kill	TRPV1 ag	Menin MLL FP TR	GALK inh	KCNH2 3.1 inh	USP2a inh	Coupling enz
C#CCOCCOCCOCCNc1nc(N2CCOCC2)nc(N2CCN(C(=O)[C@H](Cc3ccc(O)cc3)n3cc([C@@H](N)C(C)CC)nn3)CC2)n1 (stereo not given in full)	-4.8%	-8.9%	-0.7%	8.9	-1.9	-0.3	?	-1.0%	-26.7	2.0%	2.5
Cc1ccc2[nH]c(=O)c(CN(C(=O)c3cccs3)c3ccccc3)cc2c1	8.9%	2.0%	-0.2%	-4.8	-4.5	-4.0	-15.1%	-4.3%	-9.6	-1.6%	2.2
Cc1c(NC(=S)NC(=O)c2cc3ccccc3o2)c(=O)n(-c2ccccc2)n1C	3.3%	21.8%	-0.6%	0.5	5.4	-0.3	-14.6%	0.7%	0.0	0.3%	-1.8
COc1ccc(C2=NOC(Cn3nc(C(=O)NCC4CC4)cc3-c3ccccc3)C2)cc1 (stereo not given)	/	/	-0.1%	4.2	-18.9	-1.5	/	/	11.1	-5.5%	/
Cn1cccc1Cc1nnc(SCC(N)=O)n1CCc1ccccc1	3.2%	0.3%	0.1%	-1.5	-23.0	0.5	-8.2%	-1.5%	5.5	2.4%	1.9
COC(=O)Cc1c(O)ccn(Cc2ccc(F)cc2)c1=O	-1.7%	-3.7%	0.0%	2.4	3.9	4.3	-12.8%	3.2%	-2.0	-1.5%	-3.9
COc1ccc(Cl)cc1C(=O)N1CCN=C1SC	-2.5%	-2.1%	-0.1%	-12.0	35.0[activator]	-2.8	1.4%	-1.8%	4.3	7.1%	-1.4
O=C(c1cccs1)N1CCN(c2ccc(Cl)cc2)CC1	-0.3%	-2.0%	-0.9%	9.6	3.4	?	0.6%	0.0%	-5.4	-3.4%	1.3
O=C(Oc1ccc(O)cc1)C12CC3CC(CC(C3)C1)C2	-4.3%	5.1%	-0.5%	3.8	2.9	?	-7.3%	11.3%	-7.4	-9.4%	0.1
CN(Cc1ccccc1)C(=O)CC(c1ccccc1)c1cc(Cl)ccc1O (stereo not given)	-0.4%	9.6%	-0.1%	4.5	7.3	-1.5	-19.1%	6.0%	-8.5	0.4%	2.1
COC(=O)C(NC(=O)CNS(=O)(=O)c1ccc(Br)cc1)c1ccccc1 (stereo not given)	-2.0%	-6.0%	0.0%	1.6	-18.5	0.2	-7.8%	-2.0%	9.9	0.9%	-0.5
O=S(=O)(NC1CCCCC1)c1ccc(Cl)s1	-17.9%	15.5%	0.4%	-4.7	-5.5	6.6	-1.7%	0.0%	1.6	2.8%	-4.5
CC(C)c1ccc(C(=O)NN2CCOCC2)cc1	3.6%	7.6%	-0.2%	11.8	-7.7	4.2	/	-1.4%	-9.9	2.4%	/
CCCC(=O)Nc1nc2nc(-c3ccccc3)cc(=O)n2[nH]1	-12.9%	-2.2%	0.0%	-6.9	-2.2	4.0	-2.8%	-3.8%	-10.8	-0.9%	0.7
Cc1cc(C(=O)COc2ccc(C#N)cc2)c(C)n1C1CC1	/	/	0.2%	0.0	-2.2	?	/	/	-13.7	0.1%	/
